Source: PubChem (several laboratories)
PriA SSB inh = blocks PriA binding to SSB C-terminal tail; inhibition, % at 33 µM; AID 1272365; AlphaScreen SSBct-PriA binding, biotinylated peptide; hit rate 0.6% among 430,000; in the data active = inhibition mostly above about 37%, no sharp cut-off; inactive = mostly below about 20%;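 also: plate controls were negative control peptide for no effect and reference peptide for full effect; strong numbers were not always called active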
BH1578 lux ind = quorum light induction in luxS cqsA deficient V. cholerae. hit rate 0.16% among 350,000. V. cholerae BH1578 lux reporter, luminescence, 6 h. activation, % at 18.7 µM. AID 588436; in the data active = activation mostly above about 9.7%, no sharp cut-off; inconclusive = no clear call, values can overlap the other calls; inactive = mostly below about 3.7%; also: not every result past the cut was called active; inactives centre near 0; reference of the scale not given here
DUSP3 inh = blocks human VHR1 dual specificity phosphatase. P51452. recombinant VHR phosphatase, pNPP absorbance. inhibition, % at 13.3 µM. hit rate 0.52% among 290,000. AID 1654; in the data active = inhibition above about 50%; also: some compounds called inactive have numbers as strong as hits
Target sequence (P51452 whole entry, looked up): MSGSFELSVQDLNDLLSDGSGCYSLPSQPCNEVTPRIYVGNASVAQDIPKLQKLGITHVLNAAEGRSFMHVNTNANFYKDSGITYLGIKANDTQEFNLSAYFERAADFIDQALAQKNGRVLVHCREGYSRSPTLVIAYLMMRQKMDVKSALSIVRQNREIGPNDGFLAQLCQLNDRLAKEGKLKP
SARS 3CLpro inh = SARS-CoV 3CLpro protease inhibition; recombinant SARS-CoV 3CLpro, quenched FRET peptide cleavage; inhibition, % at 6 µM; hit rate 0.14% among 290,000; AID 1706; in the data active = inhibition above about 12%
Yp Topo-I inh = blocks Yersinia pestis topoisomerase I activity; Y. pestis Topo-I cleavage product accumulation, plate reader; activity, % at 10 µM; hit rate 0.064% among 360,000; in the data active = activity above about 50%, passing the limit was not always enough; inconclusive = no clear call, values can overlap the other calls; also: inactives centre near 2
PfHsp40 rescue = restores yeast growth despite PfHsp40 toxicity; hit rate 0.68% among 340,000; S. cerevisiae expressing PfHsp40, growth rescue, ATP luminescence; AID 504582; growth rescue, % at 12.5 µM; in the data active = growth rescue above about 28%, passing the limit was not always enough; inconclusive = no clear call, values can overlap the other calls;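 also: yeast W303a lacking pdr1 and pdr3 grown in galactose medium; growth measured after three days at 30 °C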
CCHFV vOTU inh = CCHFV vOTU protease inhibition | Pep-AMC fluorescence | inhibition, % at 11.5 µM | hit rate 0.55% among 370,000; in the data active = inhibition above about 30%; also: 0% = vehicle wells with enzyme and 100% = no enzyme wells
TcdB inh = TcdB glycohydrolase inhibition. hit rate 0.24% among 350,000. AID 652162. inhibition, % at 9.99 µM. TcdB glycohydrolase enzymatic assay, plate reader; in the data active = inhibition above about 10%
BoNT A protease = blocks Botulinum neurotoxin A light chain protease | inhibition, % at 10 µM | multiplex microsphere protease substrate cleavage, flow cytometry | hit rate 0.17% among 360,000; also: plate controls were buffer without enzyme for full effect and enzyme alone for no effect
Anthrax LF inh2 = anthrax lethal factor protease inhibition; multiplex microsphere protease cleavage assay, LF; P15917; AID 588501; hit rate 0.12% among 360,000; inhibition, % at 10 µM; also: plate controls were buffer without enzyme for full effect and enzyme alone for no effect
Target sequence (P15917 whole entry, looked up): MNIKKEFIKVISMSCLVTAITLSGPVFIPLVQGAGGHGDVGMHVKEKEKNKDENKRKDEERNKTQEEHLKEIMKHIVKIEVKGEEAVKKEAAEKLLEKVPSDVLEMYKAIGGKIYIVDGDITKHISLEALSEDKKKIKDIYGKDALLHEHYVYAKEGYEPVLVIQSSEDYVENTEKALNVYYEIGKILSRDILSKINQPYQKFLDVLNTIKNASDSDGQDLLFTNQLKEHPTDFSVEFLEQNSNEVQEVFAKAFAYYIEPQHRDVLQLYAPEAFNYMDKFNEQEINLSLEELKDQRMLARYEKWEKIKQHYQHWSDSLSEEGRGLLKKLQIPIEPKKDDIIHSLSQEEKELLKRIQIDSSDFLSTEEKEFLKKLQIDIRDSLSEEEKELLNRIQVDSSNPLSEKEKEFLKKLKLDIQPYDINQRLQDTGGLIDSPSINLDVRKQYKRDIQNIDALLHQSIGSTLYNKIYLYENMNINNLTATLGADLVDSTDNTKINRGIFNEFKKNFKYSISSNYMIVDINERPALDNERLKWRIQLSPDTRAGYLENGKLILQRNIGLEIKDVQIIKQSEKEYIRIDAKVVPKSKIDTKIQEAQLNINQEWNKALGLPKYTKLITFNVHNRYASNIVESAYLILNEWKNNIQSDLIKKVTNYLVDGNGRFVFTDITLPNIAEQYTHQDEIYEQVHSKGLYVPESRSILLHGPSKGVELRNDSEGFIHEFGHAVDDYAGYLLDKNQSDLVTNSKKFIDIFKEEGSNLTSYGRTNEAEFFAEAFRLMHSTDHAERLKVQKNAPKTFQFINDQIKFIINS
Numbers without * were called inactive; i = inactive; ? = inconclusive; . = not tested or not shown; & = joins results of further samples. Rule as the data show it, unless noted: active = inhibition above about 30%; inconclusive = no clear call, values can overlap the other calls; inactive = below that. An excerpt; count on the stated rates, not on these rows.

Values run as follows: PriA SSB inh	BH1578 lux ind	DUSP3 inh	SARS 3CLpro inh	Yp Topo-I inh	PfHsp40 rescue	CCHFV vOTU inh	TcdB inh	BoNT A protease	Anthrax LF inh2
#1 COc1ccc(OCCN2CCC(C(=O)NC(C)c3cccc4ccccc34)CC2)cc1 (stereo unspecified)
    .	-1.2	.	.	13	.	5	-0.5	-0.1	-3
#2 CCn1c(/C=C/c2ccccc2F)nc2ccccc2c1=O
    -6	0.7	-1	3	29	4.7	21	0.2	-5.2	15
#3 CC(=O)c1ccc(C(=O)N2CCCC(CO)(Cc3ccccc3C)C2)s1 (stereo unspecified)
    0	-0.8	-4	4	29	0.8	25	-2.0	0.5	3
#4 Cc1ccc(/C=C/C(=O)OCC(=O)Nc2cccc(S(=O)(=O)N(C)C)c2)o1
    0	-0.2	-10	-5	7	-1.7	-10	.	-0.2	0
#5 CCCCNC(=O)O[C@H]1C[C@@H]2CCN3C(=O)CCC[C@H]([C@H]1Cc1ccccc1)[C@H]23
    -7	i	17	4	-3	0.0	3	2.0	-0.2	4
#6 CCCCN(CC)c1nc(N)c2c(N)nc(OCC)cc2c1C#N
    14	-0.3	11	4	5	-0.6	19	.	1.3	-8
#7 S=C(NCc1ccco1)Nc1ccc(N2CCOCC2)cc1
    3	-0.7	2	3	0	0.0	12	.	-0.2	-1
#8 O=C(O)CC1(CC(=O)Nc2cc(F)ccc2Cl)CCCCC1
    -13	-0.6	-1	4	4	0.3	-2	2.9	?	7
#9 c1cc2cn[nH]c2cc1NC1CCCCCC1
    31	i	1	1	-3	0.7	-7	.	-0.8	-9
#10 CC1(C)CC(=O)C(C(c2ccc(F)cc2)C2C(=O)CC(C)(C)CC2=O)C(=O)C1
    -8	-0.2	-11	-2	3	-1.4	-11	-0.1	0.6	2
#11 Nc1cc(Cl)nc(N/N=C/c2ccccc2[N+](=O)[O-])n1
    .	12	34	-7	-7	15	18	.	-0.1	-8
#12 Cc1ccccc1-c1nnc(SCC(=O)Nc2ccc(Cl)cc2)n1N
    1	1.7	8	0	11	-0.3	0	.	2.1	-1
#13 CCOC(=O)c1sc(NC(=O)CSc2n[nH]c(-c3ccncc3)n2)c(C#N)c1C
    -8	0.7	-12	-6	-10	-0.8	9	.	.	.
#14 Cc1ccccc1C(=O)/C(C#N)=N/Nc1c(C)n(C)n(-c2ccccc2)c1=O
    .	-4.1	51*	4	8	?	4	.	-0.9	0
#15 CC(=O)c1ccc(-c2ccc(C(=O)Nc3nc(-c4ccccn4)cs3)o2)cc1
    7	i	.	.	-15	0.5	-31	0.4	.	.
#16 COc1cc(NC2c3ccccc3C(=O)N2Cc2ccccc2Cl)cc(OC)c1 (stereo unspecified)
    -5	-0.1	-13	-1	33	0.4	4	0.2	-1.7	0
#17 COc1ccc(-c2noc(CCC(=O)NCc3cccnc3)n2)cc1
    -12	i	12	1	0	0.4	-4	-0.3	-0.9	1
#18 O=C(COC(=O)c1ccc[nH]c1=O)Nc1ccc(N2CCCCC2)cc1
    -1	9.1	.	.	-1	0.4	-4	-1.4	-7.9	-3
#19 COc1ccc2c(c1OC)C(=O)OC2CC(=O)O (stereo unspecified)
    -5	i	19	-1	2	-1.1	-1	.	0.5	3
#20 COc1cc(SC)ccc1C(=O)N1CCN(Cc2ccccc2)CC1
    5	-0.5	30	3	17	-2.8	4	0.3	-0.1	0
#21 Cc1cc(C)c(S(=O)(=O)c2ccc(Cl)cc2C)c(Cl)n1
    -17	-0.3	20	-3	6	0.7	0	11*	-0.6	0
#22 CCCN(C(=O)/C=C/c1nc2ccccc2s1)C1CCS(=O)(=O)C1 (stereo unspecified)
    -15	i	.	.	0	0.4	1	3.1	0.2	-6
#23 S=c1[nH]nc(COc2cccc(Cl)c2)n1Cc1ccccc1
    3	1.4	12	6	0	1.1	-1	2.2	0.4	8
#24 CC1CCCCC1NC(=O)COC(=O)Cc1ccc(Cl)cc1 (stereo unspecified)
    3	i	.	.	2	-0.1	16	0.4	-0.1	-1
#25 COc1cccc(-c2c(C(=O)N/N=C/c3ccncc3)nnn2-c2nonc2N)c1
    .	-2.0	11	-7	-1	0.3	-1	0.1	.	.
#26 CCCCn1nc(C(=O)Nc2cc(C(F)(F)F)ccc2N2CCOCC2)ccc1=O
    -11	-3.8	.	.	17	2.3	21	0.2	0.8	-9
#27 Cn1cnc([N+](=O)[O-])c1Cl
    -4	-0.4	-2	4	5	-0.8	-3	-0.6	.	.
#28 CC1(C)Nc2ccccc2C(=O)N1c1ccc(Br)cc1
    -10	-0.3	.	.	-2	-0.5	7	0.2	-0.3	-9
#29 O=C(C1=NN(c2ccccc2)C2C(=O)N(c3cccc(Cl)c3)C(=O)C12)c1ccccc1 (stereo unspecified)
    -51	-0.3	18	-1	2	-0.2	13	0.4	16	12
#30 Cc1ccc(S(=O)(=O)NCCCC(=O)O)cc1
    -6	-0.1	33	-3	-14	-1.2	-10	0.1	-1.5	-8

Values in list order from the entries so far:
Entries 24–28 in PriA SSB inh, in turn: 3, ., -11, -4, -10
Entries 24–28 in BoNT A protease, in turn: -0.1, ., 0.8, ., -0.3

Profiles from above. Values in the order: PriA SSB inh, BH1578 lux ind, DUSP3 inh, SARS 3CLpro inh, Yp Topo-I inh, PfHsp40 rescue, CCHFV vOTU inh, TcdB inh, BoNT A protease, Anthrax LF inh2
`CCCCn1nc(C(=O)Nc2cc(C(F)(F)F)ccc2N2CCOCC2)ccc1=O` as listed: -11, -3.8, ., ., 17, 2.3, 21, 0.2, 0.8, -9
`CC1(C)Nc2ccccc2C(=O)N1c1ccc(Br)cc1` as listed: -10, -0.3, ., ., -2, -0.5, 7, 0.2, -0.3, -9
`c1cc2cn[nH]c2cc1NC1CCCCCC1` as listed: 31, i, 1, 1, -3, 0.7, -7, ., -0.8, -9
`CC(=O)c1ccc(C(=O)N2CCCC(CO)(Cc3ccccc3C)C2)s1` (stereo unspecified) as listed: 0, -0.8, -4, 4, 29, 0.8, 25, -2.0, 0.5, 3
`CC(=O)c1ccc(-c2ccc(C(=O)Nc3nc(-c4ccccn4)cs3)o2)cc1` as listed: 7, i, ., ., -15, 0.5, -31, 0.4, ., .

Further results:
Values run as follows: PriA SSB inh	BH1578 lux ind	DUSP3 inh	SARS 3CLpro inh	Yp Topo-I inh	PfHsp40 rescue	CCHFV vOTU inh	TcdB inh	BoNT A protease	Anthrax LF inh2
#31 Cc1ccccc1CSc1nnc(-c2ccco2)n1Cc1ccco1
    -11	-0.9	38	-5	37	0.0	-1	.	0.3	0
#32 C[C@H]1CN([C@@H](C)CO)C(=O)c2cc(C#CCC3CCCC3)cnc2O[C@@H]1CN(C)C(=O)CC1CC1
    .	-0.2	.	.	38	.	0	1.0&-0.8&-0.1	-0.3	-2
#33 Cc1ccc(/C=C(\C#N)C(=O)NC(C)c2ccccc2)o1 (stereo unspecified)
    5	i	23	-4	7	-1.2	-2	2.5	0.9	2
#34 COc1cc(NS(=O)(=O)c2ccc(NC(C)=O)cc2)ncn1
    7	-0.2	20	0	3	0.3	-9	.	0.4	-3
#35 O=C(O)c1cccn2c(=O)c3ccccc3nc12
    -10	11	20	1	-3	1.1	3	.	0.8	0
#36 C#CC[N+](C)(C)CC#Cc1ccc(C)cc1
    -7	i	19	2	10	-1.2	-7	0.3	-0.7	-6
#37 CCN(CC)C(=O)Cn1cc(S(=O)(=O)CC(=O)NC2CCCCC2)c2ccccc21
    -23	-0.4	18	2	1	-1.6	16	0.3	-0.2	-4
#38 Cc1cc(C)c(OCC(=O)Nc2cccc(NC(=O)c3ccco3)c2)c(Br)c1
    10	-12	29	1	2	122*	-6	.	-1.3	-3
#39 CC(=O)c1cccc(-c2ccnc3c2CC(C(=O)Nc2ccc(Cl)cc2)O3)c1 (stereo unspecified)
    .	-0.4	.	.	8	.	9	-1.7	0.0	2
#40 O=C(Cc1c(F)cccc1Cl)NCCN1CCOCC1
    -13	-0.4	-10	6	0	-2.0	14	0.5	0.6	-2
#41 C1CCc2nc3c(nc2C1)CCCC3
    -6	-0.5	27	4	0	-0.8	3	0.1	0.2	-6
#42 CCCCn1c(CN(Cc2ccccc2)Cc2ccccc2)nc2c1c(=O)n(C)c(=O)n2C
    -3	i	.	-2	0	1.8	-15	.	0.4	-7
#43 CCOc1cc(NC(=S)NCC2CCCO2)c(OCC)cc1NC(=O)c1ccc(F)cc1 (stereo unspecified)
    -3	-3.0	10	1	-6	0.6	-10	19*	-1.2	-2
#44 C=CCc1cc(Cl)ccc1OCCOCCNC(C)CC (stereo unspecified)
    -5	-0.3	22	0	-15	-0.2	9	0.1	-0.2	-9
#45 CCCC(=O)c1ccc(N2CCCCCC2)c(F)c1
    -68	i	-4	0	13	-0.8	10	.	-0.8	1
#46 O=C(c1csc2c1CCCCC2)N1CCC2(CC1)OCCO2
    1	-0.4	-11	4	4	1.6	2	0.7	-0.5	0
#47 COc1ccc2cc3cc(C(=O)N4CCCC(C)C4)oc3nc2c1 (stereo unspecified)
    -2	-0.3	-2	0	-2	0.0	-9	2.6	-1.0	-3
#48 COc1ccc(Br)cc1/C=N/NS(=O)(=O)c1ccccc1
    .	-1.4	.	.	-7	.	5	0.6	0.0	3
#49 CCOC(=O)C1CCCN(c2c(N3CCN(C)CC3)c(=O)c2=O)C1 (stereo unspecified)
    -13	.	23	1	0	0.8	-3	0.5	0.0	-4
#50 COc1ccc(CCNC(=O)CSc2nc3[nH]ncc3c(=O)n2-c2cccc(C(F)(F)F)c2)cc1OC
    -18	-0.1	-16	-1	-6	0.6	2	-1.1	-0.6	-3
#51 Cc1ccc(NC(=O)/C(=C\C=C\c2ccccc2)NC(=O)c2ccccc2)cc1
    3	-0.2	-7	-1	8	-1.8	24	.	-0.7	1

An excerpt of these results, with tabs:
nr	molecule	PriA SSB inh	BH1578 lux ind	DUSP3 inh	SARS 3CLpro inh	Yp Topo-I inh	PfHsp40 rescue	CCHFV vOTU inh	TcdB inh	BoNT A protease	Anthrax LF inh2
43	CCOc1cc(NC(=S)NCC2CCCO2)c(OCC)cc1NC(=O)c1ccc(F)cc1 (stereo unspecified)	-3	-3.0	10	1	-6	0.6	-10	19*	-1.2	-2
44	C=CCc1cc(Cl)ccc1OCCOCCNC(C)CC (stereo unspecified)	-5	-0.3	22	0	-15	-0.2	9	0.1	-0.2	-9
